sEH inhibitor: inhibitors of human soluble epoxide hydrolase; 0.34% of 91,000 active; AID 707; recombinant human sEH enzymatic activity assay; inhibition, % at 2 µM; P34913; in the data active = inhibition above about 80%; note: values of inactives mirror those of a sister screen read the other way; many of its hits are not listed in these tables
HUVEC tox IL1B: toxic to HUVEC cells under IL-1B stimulation. cell count reduction, % at 2 µM. HUVEC cell count loss, Hoechst imaging, IL-1B stimulated. 0.41% of 94,000 active;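 active = cell count reduction more than 3 SD above the screen-wide mean, cut at about 70% in these data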;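 note: normalized per plate to untreated control cells as the no-loss baseline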
PLK1 kinase inh: PLK1 (human) kinase inhibition. recombinant PLK1 kinase, TR-FRET peptide phosphorylation. inhibition, % at 10 µM. 0.53% of 97,000 active. P53350;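 active = inhibition of 50% or more in the single-concentration screen; inactive = inhibition below 50%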;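 note: 0% = DMSO max control and 100% = H-89 dihydrochloride min control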
Target sequence (P53350 whole entry, looked up): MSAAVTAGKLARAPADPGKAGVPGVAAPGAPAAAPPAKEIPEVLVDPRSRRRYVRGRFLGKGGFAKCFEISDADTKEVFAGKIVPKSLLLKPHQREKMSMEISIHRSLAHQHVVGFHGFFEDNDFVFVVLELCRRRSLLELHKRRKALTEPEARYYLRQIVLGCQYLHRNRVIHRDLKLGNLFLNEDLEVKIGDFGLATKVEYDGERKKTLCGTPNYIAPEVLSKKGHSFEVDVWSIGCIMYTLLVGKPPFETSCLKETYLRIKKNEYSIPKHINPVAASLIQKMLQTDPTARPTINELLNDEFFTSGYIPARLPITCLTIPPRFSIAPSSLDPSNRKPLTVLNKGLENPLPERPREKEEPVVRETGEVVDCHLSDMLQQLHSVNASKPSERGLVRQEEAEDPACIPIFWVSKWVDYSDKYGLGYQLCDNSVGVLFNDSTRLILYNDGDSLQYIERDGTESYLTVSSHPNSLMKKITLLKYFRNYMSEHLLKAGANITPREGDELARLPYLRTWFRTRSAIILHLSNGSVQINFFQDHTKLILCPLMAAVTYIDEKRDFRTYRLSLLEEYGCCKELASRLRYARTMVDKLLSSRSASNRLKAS
HUVEC tox TNFa: HUVEC cytotoxicity counter-screen, TNF alpha stimulated; cell count reduction, % at 2 µM; HUVEC TNFalpha-stimulated, Hoechst cell count, imaging; 0.17% of 93,000 active;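 active = cell count reduction exceeding the screen mean by over 5 SD, scaled to untreated wells per plate, cut at about 78% in these data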;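 note: cells counted after 24 h of TNF alpha exposure following the 1 h pretreatment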
Ecoli WT expand: growth inhibitors of E. coli BW25113 wild type | growth inhibition, % at 100 µM | 0.15% of 98,000 active | OD600 absorbance;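 active = growth inhibition above about 50% at one test dose, limit read from the data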;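 note: growth measured after 20 h incubation at 37 °C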
F-actin modifier: alters cytoskeleton assembly in HUVEC cells | HUVEC TNFa F-actin phalloidin imaging, high content | inhibition, % at 2 µM | 0.18% of 91,000 active;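 active = inhibition above the batch mean plus 3 SD and confirmed as a hit by visual image inspection, cut at about 30% in these data, passing the limit was not always enough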; note: strong numbers were not always called active
hDAT+cocaine: human DAT dopamine uptake with cocaine, either direction; Q01959; LLC-PK1 hDAT cells, [14C]-dopamine uptake with cocaine IC80; actives deviate in either direction; B-score at 10 µM; 1.3% of 110,000 active; AID 449768;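 active = Z score or B-score, a plate-position-corrected score, falls beyond the plate's 99.7% confidence bounds, in either direction; inactive = both scores lie inside the 99.7% bounds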;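 note: scored against the spread of the other compound wells on the same plate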
PLK1 PBD inh: blocks phosphopeptide binding to human Plk1 polo box domain; P53350; Plk1 PBD phosphopeptide binding, fluorescence polarization; inhibition, %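 (tested at about 20 µM)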; 0.13% of 97,000 active; in the data active = inhibition above about 34%, passing the limit was not always enough
VCAM1 TNFa inh: reduces TNF alpha induced VCAM1 expression in HUVEC; HUVEC TNFa-induced VCAM-1 immunofluorescence, high-content imaging; inhibition, % at 2 µM; 0.48% of 95,000 active; AID 802;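 active = inhibition above the batch mean plus 3 SD, with images confirmed as a hit by eye, cut at about 37% in these data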;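 note: 0% = TNF-stimulated DMSO wells and 100% = unstimulated control wells; not every result past the cut was called active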
Active calls of the source: *; / = no result given.

Structure	sEH inhibitor	HUVEC tox IL1B	PLK1 kinase inh	HUVEC tox TNFa	Ecoli WT expand	F-actin modifier	hDAT+cocaine	PLK1 PBD inh	VCAM1 TNFa inh
Cn1ncc(C#N)c1NC(=O)c1cc(-c2ccccc2Cl)on1	2.4	-26.1	-11.1	-5.8	-9.0	1.4	0.0799	-3.2	10.4
Cc1sc2nc(C3CCCCC3)nc(SCC(=O)N3CC(=O)Nc4ccccc43)c2c1C	3.6	-19.2	-9.4	-23.8	-7.0	7.2	0.0146	8.5	10.3
COc1ccc(C2OCC3(CO2)SC(N)=NC3=O)cc1 (stereo unspecified)	-6.7	9.7	-15.4	5.6	2.0	0.6	0.0146	9.5	16.1
NNC(=O)COc1cccc2cccnc12	-14.2	26.8	-4.6	-24.6	/	9.0	-1.21	-0.6	11.7
COC(=O)CN1C(=S)N(c2ccc(Cl)cc2)C(=O)C1CC(=O)Nc1ccc(Cl)cc1 (stereo unspecified)	-8.9	17.3	-27.8	/	3.0	/	/	28.2	/
COC(=O)Cc1c(C)c2ccc(OCC(=O)NCc3ccc4c(c3)OCO4)cc2oc1=O	-6.8	-120.5	-8.7	-1.9	-9.0	-1.1	-0.631	1.1	9.8
O=S(=O)(Nc1cccc2ccccc12)N1CCCC1	-13.7	-17.2	-3.4	2.8	4.0	2.5	-0.486	-7.5	-10.1
CC1CC(O)(Cc2ccccc2)C(C)CN1C (stereo unspecified)	-9.5	-39.1	-10.1	-12.8	-3.0	-3.0	-0.525	11.5	9.1
O=C(Nc1ccccc1)NC1(C(=O)NCCCN2CCOCC2)CCCCC1	/	2.5	-8.4	75.0	7.0	-41.9	-1.32	1.2	56.3
COc1cc(C2C(C(=O)c3ccc(C)o3)=C(O)C(=O)N2CCc2ccccc2)ccc1O (stereo unspecified)	7.1	-26.7	-2.5	-33.3	6.0	-7.6	-5.4*	4.4	-3.8
Cc1noc(C)c1S(=O)(=O)N(CC(=O)NCc1ccc2c(c1)OCO2)c1ccc(C(C)C)cc1	-2.0	-16.8	-8.5	-10.7	3.0	-7.0	-0.402	16.4	13.1
O=C(NCCN1CCOCC1)c1nn2c(c1Cl)NC(c1ccccc1)CC2C(F)(F)F (stereo unspecified)	11.2	-16.8	-10.0	-0.9	5.0	-31.4	-0.0109	1.7	-3.7

Grouped by structure: the entries above with a Cl atom
Structure	sEH inhibitor	HUVEC tox IL1B	PLK1 kinase inh	HUVEC tox TNFa	Ecoli WT expand	F-actin modifier	hDAT+cocaine	PLK1 PBD inh	VCAM1 TNFa inh
Cn1ncc(C#N)c1NC(=O)c1cc(-c2ccccc2Cl)on1	2.4	-26.1	-11.1	-5.8	-9.0	1.4	0.0799	-3.2	10.4
COC(=O)CN1C(=S)N(c2ccc(Cl)cc2)C(=O)C1CC(=O)Nc1ccc(Cl)cc1 (stereo unspecified)	-8.9	17.3	-27.8	/	3.0	/	/	28.2	/
O=C(NCCN1CCOCC1)c1nn2c(c1Cl)NC(c1ccccc1)CC2C(F)(F)F (stereo unspecified)	11.2	-16.8	-10.0	-0.9	5.0	-31.4	-0.0109	1.7	-3.7

Next part
Structure	sEH inhibitor	HUVEC tox IL1B	PLK1 kinase inh	HUVEC tox TNFa	Ecoli WT expand	F-actin modifier	hDAT+cocaine	PLK1 PBD inh	VCAM1 TNFa inh
COc1ccc(-c2noc(-c3ccccc3C(=O)N3CCOCC3)n2)cc1	2.0	3.8	-6.4	9.5	-1.0	13.0	0.234	-0.8	-20.6
Cc1ccc(C(=O)Nc2nc(=O)n(C(=O)c3ccccc3C)s2)cc1	1.5	/	-1.4	-24.1	-3.0	-9.8	0.3	0.0	-3.8
CCOC(=O)c1sc(NC(=O)CSc2nnc(-c3ccco3)n2CC)c(C(=O)OCC)c1C	2.9	-11.4	-8.3	-13.5	-21.0	-16.8	0.758	13.4	2.7
N#Cc1sc2nc(-c3cccs3)cc(-c3ccccc3)c2c1N	-8.2	12.0	-9.5	9.6	-17.0	0.0	0.499	-12.8	-21.4
CCOc1ccccc1C(=O)NC1CC2CCCC(C1)N2C1CC1 (stereo unspecified)	4.0	-3.9	-2.2	-27.6	-4.0	-0.8	0.261	12.3	-30.9
COC(=O)Cn1nc(-c2ccc(C)c(S(=O)(=O)N(C)C)c2)c2ccccc2c1=O	/	/	-4.2	-17.4	-3.0	5.6	2.7	-14.8	4.7
Cc1[nH]c2ccc(OCc3ccccc3)cc2c1CCN1C(=O)OC(C)(C)C1(C)O (stereo unspecified)	/	-6.2	-6.2	-22.7	2.0	11.3	1.59	10.0	-1.5
COc1cccc(CNC(=O)C2CCN(S(=O)(=O)c3ccccc3)CC2)c1	/	-40.9	-9.4	-40.2	9.0	10.4	-0.169	3.7	18.1
Cc1cc(C)c2c(CN3CCN(Cc4ccc5c(c4)OCO5)CC3)cc(=O)oc2c1C	7.3	-125.8	-2.1	-44.4	1.0	17.3	-0.214	-15.3	1.7
Cc1ccnc(N2C(=O)c3ccccc3C2O)c1 (stereo unspecified)	-4.3	5.7	-8.3	-24.6	-6.0	4.6	-0.972	0.1	15.9
Oc1c(Cl)cc(Cl)cc1CNc1ccc(Br)cn1	-8.4	0.0	-22.9	-16.3	-3.0	-9.1	-0.662	8.9	3.0
COc1cc(CC(=O)NCc2cccs2)cc(OC)c1OC	6.8	-9.6	-6.6	-21.4	-4.0	3.0	0.208	27.1	4.1
Cc1ccccc1-c1nc2ccccc2c(=O)n1/N=C/c1ccccc1[N+](=O)[O-]	9.3	-10.3	-2.0	1.3	-3.0	5.2	1.12*	-11.7	15.7
Cc1ccc2nc(C3CCN(C(=O)NCc4ccccc4)CC3)[nH]c2c1	-2.5	-15.6	-7.9	-2.2	-3.0	9.8	-0.727	-13.6	-28.2
CCOC(=O)c1c(C)[nH]c(C)c1C(=O)COC(=O)c1ccc(S(=O)(=O)N(CC)CC)cc1	-1.4	-7.3	-5.3	-12.7	-5.0	9.2	1.09	-17.5	13.5
COC(=O)c1cc(OC)c(OCc2cc(C(=O)OC)oc2C)c(OC)c1	-2.3	88.6*	-5.3	-17.4	-6.0	7.3	0.917	6.2	-53.0
CCCCOC(=O)C1C2C=CC3(CN(CCc4ccccc4)C(=O)C13)O2 (stereo unspecified)	-6.1	-36.4	-7.6	7.7	13.0	4.5	-0.111	27.7	6.0
CC(C)n1nnnc1-c1cccc(Cl)c1	12.0	-20.0	-11.7	6.5	3.0	-11.4	0.337	-0.3	-7.3
Cc1cccc(Oc2nc(-c3ccccc3)cc(C)c2S(C)(=O)=O)c1C	7.3	-27.5	-5.4	/	-19.0	7.1	-0.426	4.6	-26.9
CCNc1nc(NCC)nc(Oc2ccc(N)cc2)n1	-6.9	7.6	-2.5	1.6	-9.0	-1.3	0.685	-17.3	-4.1
COc1cccc(OCC(=O)N(Cc2nc(-c3ccc(Cl)cc3)no2)C(C)C)c1	1.6	-13.0	0.0	-15.9	-5.0	11.8	-0.0525	24.1	11.3
Cc1ccccc1OCC(=O)NCCN1CCCC1	7.9	-44.5	-21.2	-16.8	-3.0	-27.4	-0.703	-22.8	13.6
COc1ccc(CCN=CC2=C(O)CCCC2=O)cc1OC	2.2	12.8	2.3	-21.5	-2.0	/	-0.0937	-3.9	7.6
O=C1N/C(=N\N=C\c2ccccn2)SC1Cc1cccc(SC(F)F)c1 (stereo unspecified)	4.2	-41.0	-4.4	-4.0	-9.0	-55.9	0.0117	-41.5	5.4
CN1C(=O)CC(N2CCN(C(c3ccccc3)c3ccccc3)CC2)C1=O (stereo unspecified)	-23.3	-25.6	-7.8	1.4	6.0	8.4	-1.05	16.9	3.0
COc1cc2c(C#N)c(N3CCN(C)CC3)nc(N)c2c(N)n1	1.0	23.4	3.8	-3.0	8.0	-13.9	-0.096	-13.9	16.2
CC1=C(C(=O)Nc2ccccc2)C(c2ccc(C)cc2)N=C(Nc2nc3ccccc3o2)N1 (stereo unspecified)	0.7	-62.1	-8.0	19.5	0.0	-13.5	-0.688	-23.6	21.3
CCC(=O)N1CCc2cc(Br)cc(S(=O)(=O)N3CCCCCC3)c21	6.9	-28.0	-9.3	-0.8	-1.0	-1.1	-0.00793	-11.6	12.2
CC(=O)NS(=O)(=O)c1ccc(NC(=S)NC(=O)C(C)(C)C)cc1	-9.7	31.1	-10.9	2.0	4.0	8.8	-0.935	21.6	-11.0
CCC(c1nnnn1Cc1ccco1)N(Cc1cc2cc(C)cc(C)c2[nH]c1=O)CC1CCCO1 (stereo unspecified)	2.3	-58.8	0.2	-16.0	-6.0	/	0.321	7.6	13.6
CCc1cccc2c(C#N)cn(CCOc3ccccc3OC)c12	18.1	-1.8	-10.9	-11.8	-1.0	4.7	-0.738	18.5	1.3
O=C(NCCN1C(=O)C2C3C=CC(C3)C2C1=O)Nc1ccc(Br)cc1 (stereo unspecified)	/	/	71.7*	/	-1.0	/	0.212	8.4	/
CC(C)CCNC(=O)NC(=O)CSc1nnc(COc2ccccc2Cl)o1	30.0	-20.6	-7.7	-28.3	-11.0	20.1	-0.983	1.5	8.3
c1ccc(-c2csc(Nc3ccc4c(c3)OCCO4)n2)cc1	-18.8	-111.8	-7.1	-26.6	-4.0	-1.4	1.3	3.7	-7.9
COc1ccccc1CNC(=O)C1=C(C)C(=O)OC12CCC(C)CC2 (stereo unspecified)	1.3	7.6	-8.6	-30.0	-3.0	13.4	-1.58	26.9	13.8
COC(=O)c1ccc(NC(=O)C2CCCCC2C(=O)O)cc1 (stereo unspecified)	-9.6	-11.6	-11.6	-3.6	-10.0	28.5	0.0522	14.9	5.1
Cc1cccc(-c2cc3nc(-c4ccccc4)cc(N4CCC5(CC4)OCCO5)n3n2)c1	-2.2	-15.8	-13.9	3.4	/	3.3	-0.0723	-9.7	33.0
O=C(ON=C1CCN(S(=O)(=O)c2ccccc2)CC1)c1ccccc1	-4.4	10.2	-11.4	18.2	-1.0	-28.3	0.0387	1.6	-16.9
Cc1ccc(N=Nc2c(C)[nH][nH]c2=O)c(C)c1	-5.8	-2.7	6.2	6.8	-16.0	/	0.199	-5.5	22.8
CCOc1ccccc1NC(=O)NC1(C(=O)N2CCN3CCCC3C2)CCCCC1 (stereo unspecified)	/	-14.6	-2.1	-13.6	1.0	-47.8	0.0903	15.6	6.7
CCOC(=O)c1[nH]c(=O)[nH]c1CSc1nc(C)cc(C)n1	-3.8	24.7	-4.1	-7.8	-3.0	0.0	-0.157	9.6	-18.6
C=C(C)C1CC=C(C)/C(=N/NC(=O)COc2cccc(C)c2)C1 (stereo unspecified)	5.8	-27.5	-11.5	-4.9	/	2.5	0.0957	-2.1	-29.4

Assay outcomes deposited in PubChem by several laboratories.

Rows are unselected, and some 3.4% of all compounds hit somewhere here.
